L3MBTL1 inh = L3MBTL1 (human) inhibition; Q9Y468; AlphaScreen L3MBTL1–H3K9me1 peptide binding; Potency, µM (titrated, usually from 57.1 µM), for the others: at the highest dose activity, negative = inhibition, usual class: inhibitors; hit rate 0.66% among 230,000; active = well fitted inhibition curve with a large enough effect; inconclusive = small, poorly fitted or top-dose-only effect; inactive = no such curve, though single readings can be large or run the other way; also: nearly all actives have a fitted effect of over 60% in size
Target sequence (Q9Y468 whole entry, looked up): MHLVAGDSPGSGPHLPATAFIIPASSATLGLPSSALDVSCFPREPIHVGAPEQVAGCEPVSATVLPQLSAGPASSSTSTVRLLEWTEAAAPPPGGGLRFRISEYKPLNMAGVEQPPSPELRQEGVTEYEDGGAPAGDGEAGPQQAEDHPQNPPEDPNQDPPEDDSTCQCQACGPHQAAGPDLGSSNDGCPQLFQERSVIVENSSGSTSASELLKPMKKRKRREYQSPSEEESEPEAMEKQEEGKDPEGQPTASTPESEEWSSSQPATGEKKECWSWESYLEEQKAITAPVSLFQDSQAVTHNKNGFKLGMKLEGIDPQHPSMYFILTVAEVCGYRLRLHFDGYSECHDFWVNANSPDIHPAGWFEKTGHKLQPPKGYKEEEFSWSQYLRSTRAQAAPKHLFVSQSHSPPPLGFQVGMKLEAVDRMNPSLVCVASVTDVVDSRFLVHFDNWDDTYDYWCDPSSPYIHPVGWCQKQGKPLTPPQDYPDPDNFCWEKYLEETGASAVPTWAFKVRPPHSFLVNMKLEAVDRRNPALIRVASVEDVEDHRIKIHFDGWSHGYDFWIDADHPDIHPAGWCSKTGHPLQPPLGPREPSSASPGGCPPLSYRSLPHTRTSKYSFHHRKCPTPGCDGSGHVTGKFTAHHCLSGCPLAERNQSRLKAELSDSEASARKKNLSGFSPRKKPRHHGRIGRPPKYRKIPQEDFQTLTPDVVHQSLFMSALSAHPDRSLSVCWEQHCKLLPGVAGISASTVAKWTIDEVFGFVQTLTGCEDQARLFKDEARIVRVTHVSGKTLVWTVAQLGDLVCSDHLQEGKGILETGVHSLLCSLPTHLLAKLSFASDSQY
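Displacement of a biotinylated histone H3(1-15) peptide monomethylated at Lys9 (75 nM) from L3MBTL1 (50 nM) was measured by AlphaScreen after a 30 min room-temperature compound incubation; cefsulodin titration served as intraplate control.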
* = called active by the depositor; ? = inconclusive; [ ] = another dose, or the depositor's remark. % is scaled to controls: 0 for no effect and ±100 for the full control effect; potency is read from the fitted curve at half-maximal effect.

L3MBTL1 inh	Structure
3%	COc1ccc2nc(NC(=O)c3cccc(N4C(=O)CCC4=O)c3)sc2c1
35%[activator]	COc1cccc(/C=C/C(=O)OCC(=O)N2CCCC2)c1OC
-3%	CN(CC(=O)Nc1ccccc1C(F)(F)F)C(=O)CSCc1ccccc1
0%	CC(=O)c1cc2c(cc1NC(=O)C1CN(C(C)=O)c3ccccc3O1)OCO2 (centres undefined)
-15%	COc1ccc2c(c1)[C@H]1[C@H](CO2)[C@H](c2ccccc2)[C@]2(C)C(=O)Nc3ccc(F)cc3C(=O)N12
6%	CSc1ccc(S(=O)(=O)NCC(=O)OC(C)C(=O)NCc2ccccc2)cc1[N+](=O)[O-] (centres undefined)
-9%	COc1ccccc1NS(=O)(=O)c1cc(NC(=O)CCNC(C)=O)ccc1N1CCCCC1
1%	Nc1c(Cl)c(Cl)nc(C(=O)OCC(=O)NCc2ccccc2)c1Cl
-2%	COc1ccc(NC(=O)CN(C)C(=O)Cc2c[nH]c3ccccc23)cc1
0%	COc1ccccc1NC(=O)C1CCN(S(C)(=O)=O)CC1
4%	O=C(CN1C(=O)NC2(CCCCCCC2)C1=O)Nc1ccc(Cl)cc1
-4%	COc1cc(/C=C2\SC(N)=NC2=O)ccc1O
?	Cc1ccc(S(=O)(=O)N2CCN(C(=O)COC(=O)CNC(=O)c3ccccc3)CC2)c(C)c1
1%	CC(=O)c1ccc(NC(=O)c2ccc(-n3cnnn3)cc2)cc1
0%	C[C@@H]1CC[C@]2(C(=O)O[C@@H]3O[C@H](CO)[C@@H](O)[C@H](O)[C@H]3O)CC[C@]3(C)C(=CCC4[C@@]5(C)CC[C@H](O[C@@H]6OC[C@H](O)[C@H](O[C@@H]7O[C@H](CO)[C@@H](O)[C@H](O)[C@H]7O)[C@H]6O)C(C)(C)C5CC[C@]43C)C2[C@]1(C)O (some centres undefined)

Continued, overlapping the part above by 3 compounds.
L3MBTL1 inh	Structure
?	Cc1ccc(S(=O)(=O)N2CCN(C(=O)COC(=O)CNC(=O)c3ccccc3)CC2)c(C)c1
1%	CC(=O)c1ccc(NC(=O)c2ccc(-n3cnnn3)cc2)cc1
0%	C[C@@H]1CC[C@]2(C(=O)O[C@@H]3O[C@H](CO)[C@@H](O)[C@H](O)[C@H]3O)CC[C@]3(C)C(=CCC4[C@@]5(C)CC[C@H](O[C@@H]6OC[C@H](O)[C@H](O[C@@H]7O[C@H](CO)[C@@H](O)[C@H](O)[C@H]7O)[C@H]6O)C(C)(C)C5CC[C@]43C)C2[C@]1(C)O (some centres undefined)
7%	N#Cc1ccc(OCC(=O)N2CCc3ccccc32)cc1
10%	O=C(NN=C(c1ccccc1)c1ccccc1)C(CCl)C1CCCCC1 (centres undefined)
6%	O=S(=O)(NCCCCCNS(=O)(=O)c1c(F)cccc1F)c1ccc2c(c1)OCCO2
-4%	COc1ccc(CCNC(=O)COC(=O)c2cncc(Br)c2)cc1OC
9%	O=C(Nc1ccccc1C(=O)Nc1ccccn1)c1ccccc1F
-13%	COc1ccc2nc(N3C(=O)C(O)=C(C(=O)c4ccco4)C3c3ccc(C)o3)sc2c1 (centres undefined)
30%	CCOC(=O)c1cnc2c(C)c(C)ccc2c1NCCN1CCOCC1
-1%	COc1ccc(N2CCN(C(=O)COC(=O)/C=C/c3ccc(C(F)(F)F)cc3)CC2)cc1
3%	COc1ccc(S(=O)(=O)Nc2ccc3c(c2)C(=O)N([C@H](C)CO)C[C@H](C)[C@@H](CN(C)C(=O)Nc2ccc(C(F)(F)F)cc2)O3)cc1
6%	Cc1noc(C)c1NC(=O)Nc1ccc2c(c1)C(=O)N([C@H](C)CO)C[C@H](C)[C@H](CN(C)C)O2
-8%	CCOC(=O)Cc1csc(NC(=O)CN2CCOCC2)n1
-9%	CCCc1cc(=O)[nH]c(SCC(=O)Nc2ccc(S(=O)(=O)N3CCCC3)cc2)n1
-4%	COc1cccc(Nc2nc(-c3sc(C)nc3C)cs2)c1
2%	O=C(COC(=O)/C=C/c1ccccc1)NC(=O)NCc1ccccc1
-5%	COc1ccc(C(C)(C)C)cc1NC(=O)C1=CC=CN2CCS(=O)(=O)N=C12
-3%	N#CCC(=O)Nc1ccc(C(=O)OC(C(=O)Nc2cc(C(F)(F)F)ccc2Cl)c2ccccc2)cc1 (centres undefined)
2%	CCCCCN(C(=O)CCC(=O)OCc1cc(C(C)=O)ccc1OC)c1c(N)n(CCCC)c(=O)[nH]c1=O
4%	O=C(c1cccc(S(=O)(=O)N2CCc3ccccc32)c1)N1CCOCC1
5%	CCCC(C)NC(=O)CN1C(=O)c2cccc3cccc1c23 (centres undefined)
3%	Cc1ccc2c(c1)N(C(=O)CCC(=O)NCCCN1CC(C)CC(C)C1)CCO2 (centres undefined)
-3%	CCOC(=O)[C@H]1[C@H]2COc3ccc(Cl)cc3[C@@H]2N2C(=O)c3ccc(F)cc3NC(=O)[C@@]12C
-10%	CC(C)N(C(=O)[C@H]1C[C@H](CC(=O)NCCCN(C)C)C(=O)N2CCc3c([nH]c4ccc(Cl)cc34)[C@]12C)C(C)C
-4%	O=C(CNC(=O)c1ccc(Br)cc1)c1ccc(Br)cc1
15%	Cc1ccc2nnn(Cc3cccc(C(C)(C)C)c3O)c2c1
37%[activator]	CC(Oc1ccc2ccc(=O)oc2c1)C(=O)N1CCOCC1 (centres undefined)
4%	Cc1cc(C)c(C(=O)COC(=O)Cn2nc(-c3ccccc3)oc2=O)cc1C
0%	O=C(Nc1ccc2c(c1)OCCO2)c1ccc(Br)cc1
-6%	O=C(Nc1cc(C(=O)N2CCN(c3ccccc3O)CC2)ccc1Cl)c1cccs1
4%	CN(C1CCCCC1)S(=O)(=O)c1ccc(SCC(=O)NC(C)(C)C)nc1
2%	CC(=O)Nc1ccc(S(=O)(=O)N(C)CC(=O)NC2CCCC(C)C2C)cc1 (centres undefined)
0%	CSCCC(NC(=O)c1ccc(Cl)cc1Cl)C(=O)OC(C)C(=O)NCc1ccco1 (centres undefined)
3%	CCC(C)NC(=O)c1cc(S(=O)(=O)N2CCCCC2)c[nH]1 (centres undefined)
3%	COC(=O)C1(C)NC(c2ccc(F)cc2)C2C(=O)N(c3ccccc3)C(=O)C21 (centres undefined)
2%	Cc1cnc(C(=O)OCC(=O)Nc2c(Cl)cc(Cl)cc2Cl)cn1
4%	CN(C(=O)Cn1cc([N+](=O)[O-])ccc1=O)C1CCCCC1
32%[activator]	Cc1ccnc(NC(=O)c2cccc(S(=O)(=O)NCc3ccccc3)c2)c1
1%	COc1ccc(C(=O)NCC(=O)OCC(=O)NC2CCCCCC2)cc1
1%	Cc1cc(C)cc(N(C(C)C(=O)N2CCCC2)S(C)(=O)=O)c1 (centres undefined)
-3%[2.29 µM]	COc1cc(/C=N/N2CCN(c3ccccc3OC)CC2)ccc1OC(C)=O
-2%	CN(CC(=O)Nc1ccccc1Cl)C(=O)CN1C(=O)C2CCCCC2C1=O (centres undefined)
7%	COc1ccccc1-c1coc2c(CN3C(C)CCCC3C)c(O)ccc2c1=O (centres undefined)
7%	CCCn1c(N)c(C(=O)COC(=O)/C=C/c2ccc(OC(F)F)c(OC)c2)c(=O)[nH]c1=O
-6%[2.29 µM]	O=[N+]([O-])c1ccc(O)c(CN2CCCCCC2)c1
9%	O=C(C[C@H]1C/C=C\C[C@@H](Cc2ccc(F)cc2)C(=O)O[C@H](c2ccccc2)CNC1=O)NCCO
2%	CC(C)(C)NC(=O)C(OC(=O)c1ccco1)c1ccc(Cl)cc1 (centres undefined)
0%	COc1cc(CN2CCN(CC3CC3)CC2CCO)cc(OC)c1 (centres undefined)
-1%	Cc1cc(C)cc(OCC(=O)N2CCc3ccccc3C2)c1
-1%	CC1CC(C)CN(S(=O)(=O)c2cccc(C(=O)N3CCN(c4ccc(F)cc4)CC3)c2)C1 (centres undefined)
-5%	Cc1cccc(C(=O)NCC(=O)NCCCSc2ccccc2)c1
3%[2.29 µM]	COc1cc(C2NC(=O)NC(C)=C2C(=O)OCC2CCCCC2)cc(Cl)c1O (centres undefined)
7%	Cc1cc(Br)c(NC(=O)COC(=O)c2ccc[n+]([O-])c2)c(Br)c1
9%	NC(=O)c1ccccc1NC(=O)c1ccc2ccccc2c1
3%[2.29 µM]	O=[N+]([O-])c1ccc2nc(C(O)C(O)c3nc4ccc([N+](=O)[O-])cc4[nH]3)[nH]c2c1 (centres undefined)
3%	Cc1cc(Br)ccc1S(=O)(=O)NCc1ccccc1
-1%	Cc1nn(-c2ccccc2)c(C)c1C(=O)OCC(=O)N(C)c1c(N)n(Cc2ccccc2)c(=O)[nH]c1=O
-2%	N#Cc1ccc(OCC(=O)NCCN2CCOCC2)cc1
6%	CCc1noc(C)c1C(=O)Nc1ccccc1N1CCOCC1
0%	COc1ccc(C(C)(C)C)cc1NC(=O)COC(=O)C1=NNC(=O)CC1
-12%	COc1cccc(-c2sc3ccccc3c2-c2ccc(OCCN(C)C)cc2)c1
-1%	O=C(COC(=O)c1ccco1)NCCc1ccc(Cl)cc1

3 entries already listed, sorted by count of non-hydrogen atoms, highest first.
L3MBTL1 inh	Structure
-1%	Cc1nn(-c2ccccc2)c(C)c1C(=O)OCC(=O)N(C)c1c(N)n(Cc2ccccc2)c(=O)[nH]c1=O
-1%	CC1CC(C)CN(S(=O)(=O)c2cccc(C(=O)N3CCN(c4ccc(F)cc4)CC3)c2)C1 (centres undefined)
3%	Cc1cc(Br)ccc1S(=O)(=O)NCc1ccccc1

More compounds follow:
L3MBTL1 inh	Structure
10%	Cc1cccc(CCNC(=O)CCS(=O)(=O)c2ccc3nc(C)sc3c2)c1
-1%	Cc1cc(C)cc(NC(=O)C(OC(=O)c2ccc(NC(=O)CC#N)cc2)c2ccccc2)c1 (centres undefined)
-5%[2.29 µM]	COc1ccc(NC(=O)c2cc(-c3ccccc3)on2)cc1OC
-5%	COc1ccc(OC)c(C(=O)NC(CC(N)=O)c2ccc(N3CCN(c4ccccc4)CC3)c([N+](=O)[O-])c2)c1 (centres undefined)
-10%	O=C(NCCc1ccc(F)cc1)c1ccc(Cl)c(S(=O)(=O)N2CCOCC2)c1
-5%	COCC(C)n1c(SCC(=O)NC(=O)NC2CCCC2)nc2ccccc2c1=O (centres undefined)
7%	Cc1ccccc1CNC(=O)CCNS(=O)(=O)c1ccc(OC(F)(F)F)cc1
15%	CCN(C[C@H]1N[C@@](CC)(C(=O)OC)[C@H]2C(=O)N(C)C(=O)[C@@H]12)C(=O)c1ccc(F)cc1
-2%	CC(=NNC(=O)c1cc(C)oc1C)c1ccc(Br)s1
5%	Cc1cc(C)cc(OCC(=O)OCC(=O)NC2CCCCCC2)c1
-3%	O=C(COC(=O)c1ccc(O)cc1O)Nc1ccc2ccccc2c1
-1%	O=C(NNC(=O)c1cc(Br)ccc1O)c1csc(N2CCOCC2)n1
1%	O=C(CCc1ccccc1)Nc1cc2c(cc1C(=O)O)OCCCO2
-1%	CC1=C(C)CC(C(=O)NCCc2ccc(F)cc2)C(C(=O)O)C1 (centres undefined)
-1%	Cc1cc(N2Cc3ccccc3C2)ccc1C=O
-6%	O=C(C[C@@H]1C/C=C\CCC(=O)OC[C@@H]2CCCN2C1=O)N[C@H](CO)Cc1ccccc1
-8%	COc1ccc2c(C)cc(SCC(=O)NCC3CCCO3)nc2c1 (centres undefined)
5%[2.29 µM]	Cc1ccc(-c2nnc(-c3ccccc3Br)o2)cc1
-7%	O=C(NC1CCN(Cc2ccccc2)CC1)c1cccc(S(=O)(=O)Nc2ccc(SC(F)F)cc2)c1
-2%[2.29 µM]	c1cnc2ccc(-c3ccc4ncccc4c3)cc2c1
31%[activator]	Cc1ccccc1SCC(=O)Nc1cc(C(F)(F)F)ccc1N1CCOCC1
-1%	CCOCCCNC(=O)c1cccc(OC2CCN(S(C)(=O)=O)CC2)c1
5%	CC(=O)Nc1ccc(C23CC4CC(CC(C4)C2)C3)cc1
2%	O=C(COc1ccc([N+](=O)[O-])cc1)Nc1cc(S(=O)(=O)N2CCCCC2)ccc1N1CCCCC1
-1%	O=C(CCc1c[nH]c2ccccc12)N1CCN(S(=O)(=O)c2ccc(F)cc2)CC1
-15%	O=C(CCc1nc2sc3c(c2c(=O)[nH]1)CCCC3)Nc1cccc(Cl)c1
2%	CSc1ccccc1NC(=O)COC(=O)c1ccc(-n2nc(C)cc2C)cc1
-4%	O=C(CCS(=O)(=O)c1ccc(Cl)cc1)Nc1nnc(-c2ccco2)o1
-6%	COc1ccccc1NC(=O)COC(=O)c1cc(C)oc1C
4%	O=C(Cc1csc(-c2cccc(Cl)c2)n1)Nc1cccc(S(=O)(=O)NC2=NCCC2)c1

Ordered by the number under L3MBTL1 inh (ascending): four of the compounds above
Structure | L3MBTL1 inh
O=C(CCc1nc2sc3c(c2c(=O)[nH]1)CCCC3)Nc1cccc(Cl)c1 | -15%
O=C(NC1CCN(Cc2ccccc2)CC1)c1cccc(S(=O)(=O)Nc2ccc(SC(F)F)cc2)c1 | -7%
O=C(C[C@@H]1C/C=C\CCC(=O)OC[C@@H]2CCCN2C1=O)N[C@H](CO)Cc1ccccc1 | -6%
O=C(CCc1c[nH]c2ccccc12)N1CCN(S(=O)(=O)c2ccc(F)cc2)CC1 | -1%

More structures follow:
L3MBTL1 inh	Structure
-2%	CC1CCC(NC(=O)c2cccc(S(=O)(=O)N3CCN(C)CC3)c2)CC1 (centres undefined)
3%	CCC(=O)Nc1ccc(NC(=O)c2cccc3ccccc23)cc1
8%	COc1ccc(CCNC(=O)COC(=O)/C=C/c2cc(OC)ccc2OC)cc1
-1%	Cc1ccc(CNC(=O)c2ccc(N3CCC4(CC3)CC(c3cccc(Br)c3)=NO4)c(NC(=O)c3ccco3)c2)cc1
9%	Cc1ccc(OCCNC(=O)c2cc(C3CC3)nc3c2cnn3C(C)C)cc1
-2%	Cc1ccc(-c2nc(CC(=O)Nc3cccc(S(=O)(=O)NC4=NCCC4)c3)cs2)cc1
8%	COCCN(C(=O)COC(=O)c1ccc(Cl)s1)c1c(N)n(Cc2ccccc2)c(=O)[nH]c1=O
10%	C[C@@H](CSc1ccccc1)CN1CC[C@H](O)CCC1=O
5%	COc1c(OC)c2[nH]c(=O)cc3c4ccccc4n(c1=O)c23

Only part of the results is shown. The share of hits here may be higher or lower than overall.
